Source: PubChem (several laboratories)
Diaphorase inh – diaphorase inhibition or chemical oxidation counter-screen; diaphorase resazurin-to-resorufin fluorescence, NADH, 16 min; bacterial (C. kluyveri) enzyme, not human; inhibition, % at 20 µM; 190,000 tested, 0.69% active;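 active = primary screen inhibition at 20 µM above a set limit, cut at about 50% in these data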;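 also: plate controls were DMSO with full reaction for no effect and wells lacking NADH for full effect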
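Assay system – diaphorase enzyme from Clostridium kluyveri · Amount – diaphorase 0.14 U/mL (working solution) · Times – reaction incubation of 16 min at room temperature · Controls – No-NADH positive control and DMSO neutral control · Signal – resorufin fluorescence 544/590 nm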
HMGR II inh – inhibitors of class II HMG-CoA reductase from Enterococcus faecalis; purified E. faecalis HMGR, NADPH absorbance 340 nm kinetic; inhibition, % at 10 µM; 190,000 tested, 0.41% active; AID 1066;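 active = inhibition above a set limit, the median over all tested compounds plus 3 SD, cut at about 9.5% in these data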;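 also: enzyme runs in reverse so mevalonate oxidation gives rising NADPH absorbance; 0% = complete reaction with DMSO and 100% = background rate lacking mevalonate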
FLuc stim CS – firefly luciferase counter-screen for stimulation assays | activation factor at 10 µM | 200,000 tested, under 10 active | ATPlite luciferase biochemical, luminescence, 10 min; 0 = ATP-free wells, 1 = DMSO control | P08659;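 active = luciferase activation factor, scaled between plate controls, of at least 2 with compound at 10 µM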
Target sequence (P08659 whole entry, looked up): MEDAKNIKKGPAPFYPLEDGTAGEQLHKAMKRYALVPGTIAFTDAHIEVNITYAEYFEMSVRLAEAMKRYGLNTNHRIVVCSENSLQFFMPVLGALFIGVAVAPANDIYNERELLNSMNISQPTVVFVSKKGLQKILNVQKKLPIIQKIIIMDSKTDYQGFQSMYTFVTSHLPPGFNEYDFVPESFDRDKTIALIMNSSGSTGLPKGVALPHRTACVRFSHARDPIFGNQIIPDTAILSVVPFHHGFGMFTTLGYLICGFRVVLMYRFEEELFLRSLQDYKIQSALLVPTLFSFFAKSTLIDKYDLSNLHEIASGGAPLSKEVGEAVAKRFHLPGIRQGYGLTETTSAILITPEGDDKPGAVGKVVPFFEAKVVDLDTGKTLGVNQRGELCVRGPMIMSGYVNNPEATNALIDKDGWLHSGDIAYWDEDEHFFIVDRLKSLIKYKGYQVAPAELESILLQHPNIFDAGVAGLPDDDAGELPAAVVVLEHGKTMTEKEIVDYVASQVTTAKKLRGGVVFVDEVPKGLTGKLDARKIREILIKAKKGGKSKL
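System: luciferase plus luciferin reagent, cell-free; medium: PBS as buffer for the ATP substrate; dosing: test compounds dosed from 2 mM stocks in 100% DMSO; timing: 10 min post-reagent at room temperature; measured by: luminescence measurement of luciferase light output; evaluation: luciferase activation, seen as luminescence increase over controls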
PMI act satM6P – activators of human phosphomannose isomerase at near-saturating mannose 6-phosphate; P34949; coupled PMI enzyme assay, resazurin fluorescence, 20 min; stronger effect = higher value; 1 = untreated enzyme, 0 = substrate-free blank; activation factor at 20 µM; 190,000 tested, 0.34% active; AID 1216;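 active = activation factor of 2 or more at 20 µM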
Target sequence (P34949 whole entry, looked up): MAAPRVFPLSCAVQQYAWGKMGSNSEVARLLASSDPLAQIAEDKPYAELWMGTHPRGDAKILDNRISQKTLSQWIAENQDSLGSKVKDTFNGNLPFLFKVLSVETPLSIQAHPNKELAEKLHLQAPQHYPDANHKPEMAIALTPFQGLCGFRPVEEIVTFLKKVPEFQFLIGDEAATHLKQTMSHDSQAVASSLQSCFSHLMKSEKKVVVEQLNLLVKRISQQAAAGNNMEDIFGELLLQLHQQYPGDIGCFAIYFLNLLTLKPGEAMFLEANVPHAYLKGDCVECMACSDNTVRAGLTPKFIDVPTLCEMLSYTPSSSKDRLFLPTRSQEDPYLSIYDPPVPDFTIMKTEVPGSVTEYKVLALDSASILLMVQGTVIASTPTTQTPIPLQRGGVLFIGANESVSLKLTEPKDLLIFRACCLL
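Test system: human phosphomannose isomerase with PGI, G6PDH, diaphorase coupling enzymes / Doses: 20 µM compound, 1% DMSO / Times: enzyme reaction with compound 20 min at room temperature / Measured by: Diaphorase-driven resazurin-to-resorufin fluorescence, excitation 544, emission 590 nm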
Diaphorase act – counter-screen for diaphorase-based assays: diaphorase activators and chemical reducers | Diaphorase/resazurin coupled assay, resorufin fluorescence, 16 min; stronger effect = higher value; 1 = vehicle wells, 0 = NADH-free wells | AID 1229 | activation factor at 20 µM | 190,000 tested, 0.005% active;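 active = diaphorase activity raised at least twofold by the compound at 20 µM; inactive = activation factor below 2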
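Material: purified diaphorase enzyme from Clostridium kluyveri; Also added: 0.114 mM NADH and 0.1 mM resazurin, final amounts; Doses: single compound dose of 20 µM, 1% DMSO final; Times: 16 min enzyme reaction, ambient temperature; Detection: resorufin fluorescence, excitation 544 nm, emission 590 nm; Measure: increased resorufin signal from activators or reducing compounds.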
TNAP inh no acc – inhibitors of human TNAP without phosphate acceptor | P05186 | purified TNAP, CDP-star luminescence, 30 min | inhibition, % at 20 µM | 200,000 tested, 0.26% active | AID 1012;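 active = tissue-nonspecific alkaline phosphatase inhibition above about 50% at 20 µM in the single-dose screen, limit read from the data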;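 also: 0% = DMSO negative control and 100% = EDTA positive control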
G6PDH counter – L. mesenteroides G6PDH inhibition counter-screen. Purified L. mesenteroides G6PDH, diaphorase/resazurin coupled fluorescence, 45 min. inhibition, % at 5 µM. 200,000 tested, 0.12% active. AID 1020; in the data active = inhibition above about 50%
TNAP act hiacc – TNAP (human) activation, high acceptor; purified TNAP, CDP-star luminescence, 1 M DEA, 30 min; stronger effect = higher value; 0 = EDTA background, 1 = DMSO-only activity; 200,000 tested, under 10 active; activation factor at 20 µM; P05186;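 active = activation factor at least 2 at 20 µM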
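Measured by: Luminescent substrate turnover signal | Test system: Human TNAP | Input: TNAP 1/800 final | Dosing: 20 µM single point | Schedule: 30 min, room temperature | Controls: EDTA wells as negative control, DMSO wells as positive control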
PMI activator – increases human mannose-6-phosphate isomerase activity. P34949. activation factor at 20 µM. 190,000 tested, 0.005% active. purified human PMI, coupled resazurin fluorescence, 20 min; stronger effect = higher value; 1 = vehicle control, 0 substrate-free wells;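 active = activation factor of 2 or more at 20 µM, relative to plate controls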
TNAP inh hi DEA – inhibitors of human TNAP at high phosphate acceptor concentration; purified TNAP, CDP-star luminescence, 1 M DEA; inhibition, % at 20 µM; 200,000 tested, 0.03% active; AID 1135;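 active = over 50% inhibition of tissue-nonspecific alkaline phosphatase at 20 µM in the single-dose screen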;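 also: plate controls were DMSO wells for no effect and EDTA-quenched wells as full inhibition for full effect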
The depositor's hits bear a star; x = not tested or not shown.

Results follow in this order: Diaphorase inh	HMGR II inh	FLuc stim CS	PMI act satM6P	Diaphorase act	TNAP inh no acc	G6PDH counter	TNAP act hiacc	PMI activator	TNAP inh hi DEA
1: CC(C)(C)Nc1nc(Oc2ccc(=O)n(-c3ccccc3)n2)nc(N2CCOCC2)n1
 : 16	0	1	0.8	0.8	-4	-2	1	0.8	3
2: COc1cccc(/C=C2\SC(=S)N(C(Cc3ccccc3)C(=O)O)C2=O)c1 (stereo not drawn)
 : 0	1	1	1	1	-6	9	1	0.9	-3
3: Cc1cc(C(F)(F)F)nc(CCNCc2c(C(=O)N3CCCC3)nc3ccccn23)n1
 : 0	-5	1.1	1	1	-10	3	1.1	1	-5
4: CCOC(=O)CC1COCCN1C(=O)CCc1nnc(-c2ccsc2)o1 (stereo not drawn)
 : x	-3	1	x	x	-9	16	1.1	x	-8
5: CCCN(CC1CC1)C(=O)Nc1ccccc1C
 : 6	1	1.1	0.9	0.9	-7	4	1.1	1	-6
6: COCCn1c(C)cc(C(=O)COC(=O)c2cncc(Br)c2)c1C
 : 15	-7	0.7	0.9	0.9	-2	-7	1	0.8	4
7: COc1ccc(CCNC(=O)C2CCCN(S(=O)(=O)c3cccc4nonc34)C2)cc1OC (stereo not drawn)
 : 2	2	1.1	1	1	-12	2	1	1	-4
8: Cc1ccc(NC2=NC(c3ccc(C)cc3)n3c(nc(C)cc3=O)N2)cc1 (stereo not drawn)
 : 4	-5	1	1	1	-4	5	1	1	-4
9: CC(=O)Nc1ccc(NC(=O)Cn2c(=O)n(-c3ccc(C)cc3)c(=O)c3oc4ccccc4c32)cc1
 : 20	0	1	0.9	0.8	-5	-5	1	0.9	-1
10: Cc1ncc(N=Nc2ccc(F)cc2)c(-c2ccc(Cl)cc2)n1
 : 8	2	1.1	0.9	0.9	-8	-27	1	0.9	4
11: Cc1cccc(N2CCN(C(=O)CS(=O)(=O)Cc3nc(-c4ccccc4F)oc3C)CC2C)c1 (stereo not drawn)
 : 28	4	1	0.8	0.7	1	13	1.1	0.8	-8
12: CC1(C)CC2(CCO1)OC(=O)CC2C(=O)NCCc1ccccc1 (stereo not drawn)
 : 13	2	1	0.9	0.9	-5	2	1	1	-2
13: COc1ccccc1CNC(=O)CSc1nn2c(=O)c(C(C)(C)C)nnc2s1
 : 11	2	1	0.9	0.9	-3	14	1	1	1
14: CCCc1[nH]nc2c1C(c1ccc(OCCN3CCOCC3)c(OC)c1)C(C#N)=C(N)O2 (stereo not drawn)
 : 14	2	1.1	0.9	0.9	8	7	1	0.9	-3
15: O=c1cc(N2CCOCC2)[nH]c(=O)n1-c1ccc(Cl)cc1
 : 14	-2	1	1	0.9	-16	2	1.1	1.1	-8

Ordered by value in TNAP inh hi DEA (rising): some entries from above
nr	Molecule	HMGR II inh	PMI act satM6P	TNAP inh no acc	TNAP act hiacc	PMI activator	TNAP inh hi DEA
15	O=c1cc(N2CCOCC2)[nH]c(=O)n1-c1ccc(Cl)cc1	-2	1	-16	1.1	1.1	-8
2	COc1cccc(/C=C2\SC(=S)N(C(Cc3ccccc3)C(=O)O)C2=O)c1 (stereo not drawn)	1	1	-6	1	0.9	-3
10	Cc1ncc(N=Nc2ccc(F)cc2)c(-c2ccc(Cl)cc2)n1	2	0.9	-8	1	0.9	4

The listing continues.
Results follow in this order: Diaphorase inh	HMGR II inh	FLuc stim CS	PMI act satM6P	Diaphorase act	TNAP inh no acc	G6PDH counter	TNAP act hiacc	PMI activator	TNAP inh hi DEA
16: Nn1c(SCC(=O)N2CCc3ccccc3C2)nnc1-c1cccs1
 : 11	-5	1	1	0.9	-4	2	1	1	0
17: O=C1C2C3C=CC(C3)C2C(=O)N1c1nc2ccccc2s1 (stereo not drawn)
 : 10	-2	0.9	0.9	0.9	-9	9	1	1	-2
18: Cc1nc2sc(C(c3ccco3)N3CCN(c4ccc(F)cc4)CC3)c(O)n2n1 (stereo not drawn)
 : 7	-1	0.9	1.1	0.9	7	-2	0.9	1.1	8
19: COc1cc(-c2nc3cnccn3c2Nc2ccc(C(C)C)cc2)ccc1O
 : 14	1	1.1	1.1	0.9	-6	5	1	1	-4
20: Cc1cc(Nc2c(C#N)c(N)nn2C)ccc1F
 : 2	1	1.1	1	1	-5	-1	1	1	-4
21: COCCCNC(=O)c1ccc2nc3ccccc3c(=O)n2c1
 : 19	-4	1	0.9	0.8	-14	-31	1.1	0.9	-5
22: COc1ccnc(Oc2ccc(Cl)cc2)c1C#N
 : -7	1	0.9	1	1.1	-8	14	1	1.1	-3
23: O=C(COC(=O)[C@@H]1CCCN1S(=O)(=O)c1ccc(Cl)cc1)NCC(F)(F)F
 : 5	-1	1	0.9	1	-12	10	1	0.9	4
24: CC(OC(=O)c1ccncc1)C(=O)NC1CCCC1 (stereo not drawn)
 : 19	2	1.1	1	0.8	-9	0	1	1	0
25: CC(C)C(C(=O)NCC1CCCO1)N(Cc1cccs1)C(=O)CNS(=O)(=O)c1ccccc1 (stereo not drawn)
 : 11	-2	1	1	0.9	-10	1	1	1.1	-4
26: O=C(NCCN1CCCC1)c1cc(-c2ccncc2)nc2ccc(S(=O)(=O)N3CCOCC3)cc12
 : -13	1	1.1	1	1.1	-7	0	1	0.9	-2
27: COc1cccc(CN2CCCN(S(=O)(=O)c3ccc(Br)cc3)CC2)c1
 : 0	0	1	1	1	-8	2	1	1	-2
28: N#C/C(=C/c1cccc(C(F)(F)F)c1)c1nc(CCN2C(=O)c3ccccc3C2=O)cs1
 : 9	0	1.1	1	0.9	-6	1	1	1	-3
29: CCCn1c(SCC(=O)Nc2cccc(S(=O)(=O)NC3=NCCCCC3)c2)nc2ccccc2c1=O
 : 2	0	1.1	1	1	-15	-2	1.1	1.1	-5
30: O=C(O)C1CCC(=O)N1C1CCCC1 (stereo not drawn)
 : 8	0	1.1	0.9	0.9	-6	-17	1	0.9	2

Single records, from the list above. Order of screens: Diaphorase inh	HMGR II inh	FLuc stim CS	PMI act satM6P	Diaphorase act	TNAP inh no acc	G6PDH counter	TNAP act hiacc	PMI activator	TNAP inh hi DEA
O=C(COC(=O)[C@@H]1CCCN1S(=O)(=O)c1ccc(Cl)cc1)NCC(F)(F)F is listed with 5	-1	1	0.9	1	-12	10	1	0.9	4
CC(OC(=O)c1ccncc1)C(=O)NC1CCCC1 (stereo not drawn) is listed with 19	2	1.1	1	0.8	-9	0	1	1	0

The list continues:
Results follow in this order: Diaphorase inh	HMGR II inh	FLuc stim CS	PMI act satM6P	Diaphorase act	TNAP inh no acc	G6PDH counter	TNAP act hiacc	PMI activator	TNAP inh hi DEA
31: Cc1nn(C)c(C)c1/C=N/NC(=O)c1csc2ccccc12
 : 14	2	0.9	0.9	0.9	-12	-21	1	0.9	2
32: Nc1ccc2c(c1)C(=O)N(CCCC(=O)O)C2=O
 : 3	3	1	1	1	-7	18	1	1	-4
33: COc1cc(C(=O)N2CCN(C(=O)COc3ccc4ccccc4c3)CC2)cc(OC)c1OC
 : 16	1	0.7	0.8	0.8	-9	5	1.1	1	-7
34: Cc1ccc(/C=C/C(=O)OC(C)C(=O)Nc2ncc(Cl)cc2Cl)o1 (stereo not drawn)
 : 4	-5	1.1	1.1	1	-2	4	1.1	1.1	-6
35: O=C1c2ccccc2NC(c2ccc(Cl)cc2Cl)N1O (stereo not drawn)
 : 7	15*	1.1	1.3	0.9	-8	0	1.1	1.3	-7
36: Cc1ccc(/C=N/NC(=O)CSc2nnc(-c3ccc(Cl)cc3)n2-c2ccccc2)o1
 : 22	-6	1	0.8	0.8	2	1	1	1	-2
37: CCOC(=O)N1CCN(C(=O)/C=C/c2cccc([N+](=O)[O-])c2)CC1
 : 8	-11	1.1	1	0.9	-15	-5	1	1	-4
38: CCN(CC)c1ccc(C(=O)O)cc1
 : 3	-1	1	1	1	-2	9	0.9	1	7
39: O=C(COc1ccccc1)Nc1ccc(-c2nnc(-c3ccco3)o2)cc1
 : 16	1	1	1	0.8	-8	2	1.1	1	-7
40: CC1(C)CC(=O)C=C(N=CC2=C(O)CC(C)(C)CC2=O)C1
 : -4	-7	1	1.3	1	-2	7	1.1	1.2	-11
41: COc1ccc(Sc2cc(C(F)(F)F)nc(-c3ccccn3)n2)cc1
 : 13	-2	1	0.9	0.9	-7	15	1	0.9	-3
42: CCCCNC(=O)C1CCCN1C(=O)Nc1cccc(OC)c1 (stereo not drawn)
 : -14	0	1.1	1.1	1.1	-6	8	1.1	1.1	-9
43: COc1cc(C=O)ccc1OC(=O)c1ccc(C(C)C)cc1
 : 20	-2	1.1	0.9	0.8	-7	0	1	0.8	-3
44: CCOC(=O)CSC1=C(C#N)C(c2ccco2)C(C(=O)Nc2cccc(C(F)(F)F)c2)=C(C)N1 (stereo not drawn)
 : 28	1	1	0.8	0.7	-5	-14	1	0.8	1
45: NC(=O)c1ccc(NC(=O)COC(=O)C2(c3ccccc3F)CCCC2)cc1
 : 16	-3	1.1	0.9	0.8	-12	-4	1.1	0.9	-6
46: CCN1CCN(c2c(Cl)cccc2NC(=O)c2ccc(Br)o2)CC1
 : 17	-1	1.1	0.9	0.8	-13	-23	1.1	0.9	-7
47: O=C(N/N=C/C(Cl)=C/c1ccccc1)c1ccccn1
 : 3	-1	0.2	1	1	-1	-2	1	0.9	4
48: O=C(CSc1nnc(-c2ccncc2)n1C1CCCCC1)Nc1cccc(O)c1
 : 10	-5	1.1	1	0.9	3	8	1	1	-4
